Source: PubChem BioAssay (National Center for Advancing Translational Sciences (NCATS))
PGK inhibitor: inhibitors of T. brucei phosphoglycerate kinase; P07378; PGK/GAPDH coupled, Kinase-Glo luminescence, 60 min; Potency, µM (doses to about 57.5 µM), for the others: top-dose activity change, negative = inhibition, hits mostly inhibitors; 380,000 compounds, 0.043% hits; note: potency is the fitted concentration of half-maximal effect; % is set by controls: 0 for no effect and ±100 for the full control effect; nearly all actives have a fitted effect of over 60% in size
Target sequence (P07378 whole entry, looked up): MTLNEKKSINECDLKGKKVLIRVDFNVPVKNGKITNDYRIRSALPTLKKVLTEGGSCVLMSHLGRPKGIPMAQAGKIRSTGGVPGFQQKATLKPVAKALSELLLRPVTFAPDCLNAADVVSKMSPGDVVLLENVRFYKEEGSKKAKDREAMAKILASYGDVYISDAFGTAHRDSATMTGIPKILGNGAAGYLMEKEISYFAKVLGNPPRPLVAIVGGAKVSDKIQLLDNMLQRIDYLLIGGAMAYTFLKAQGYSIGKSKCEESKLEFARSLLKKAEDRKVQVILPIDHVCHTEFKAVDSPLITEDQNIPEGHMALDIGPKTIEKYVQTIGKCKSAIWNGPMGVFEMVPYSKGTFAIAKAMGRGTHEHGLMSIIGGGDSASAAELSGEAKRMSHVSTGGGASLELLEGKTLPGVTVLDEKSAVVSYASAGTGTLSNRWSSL
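Luminescent ATP detection (Kinase-Glo Plus) follows a 60-minute room-temperature incubation, with wells lacking PGK as controls. Buffer: 100 mM TEA (pH 7.6), 5 mM MgCl2, 0.01% Tween-20. Coupling enzyme GAPDH (100 nM final) supplies unstable 1,3-BPG in-well.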
BAZ2B inh: inhibitors of human BAZ2B bromodomain | Q9UIF8 | AlphaScreen BAZ2B-H3K14Ac peptide displacement | Potency, µM (highest dose often 114 µM), for the others: at the highest dose activity change, negative = inhibition, usual class: inhibitors | 360,000 compounds, 4.4% hits | AID 504333; note: potency is the fitted concentration of half-maximal effect; % is set by controls: 0 for no effect and ±100 for the full control effect; nearly all actives have a fitted effect of over 60% in size
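AlphaScreen displacement: compounds (up to 110uM) incubated 30 min at room temperature with a preformed 50 nM BAZ2B/50 nM biotinylated H3K14Ac peptide complex in PBS pH 7.4 with Tween-20. Donor and acceptor beads at 10 ug/mL final added, 20 min light-protected before reading.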
GLS inh: inhibitors of human glutaminase (GLS); 410,000 compounds, 0.21% hits; AID 624170; Potency, µM (top dose mostly 45.5 µM), without a hit: at the top dose activity change, negative = inhibition, hits mostly inhibitors; GLS enzymatic activity, qHTS titration; note: potency is the fitted concentration of half-maximal effect; % is set by controls: 0 for no effect and ±100 for the full control effect
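Human kidney-isoform GLS in 45 mM KH2PO4 pH 8.2, 0.02% Tween-20, with compound, started with 1mM L-Glutamine (added stock). Glutamate oxidase/HRP/Amplex red coupled fluorescence read at start and after 30 min at RT.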
HP1b binding inh: inhibitors of HP1-beta chromodomain binding to methylated histone tails; P83916; AlphaScreen HP1-beta / biotin-H3K9me3 peptide binding; Potency, µM (top dose mostly 114 µM), inactives show at the top dose activity change, negative = inhibition, usual class: inhibitors; 390,000 compounds, 0.56% hits; AID 540317; note: potency is the fitted concentration of half-maximal effect; nearly all actives have a fitted effect of over 70% in size; inactives centre near 23
Target sequence (P83916 whole entry, looked up): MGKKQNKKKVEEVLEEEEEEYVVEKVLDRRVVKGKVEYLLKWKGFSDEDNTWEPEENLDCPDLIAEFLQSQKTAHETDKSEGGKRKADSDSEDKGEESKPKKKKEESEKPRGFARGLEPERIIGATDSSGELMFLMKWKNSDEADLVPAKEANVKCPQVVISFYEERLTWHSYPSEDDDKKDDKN
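HP1-beta protein (50 nM final) preincubated 30 min at room temperature with biotinylated H3(1-18)K9me3 peptide (50 nM) in PBS pH 7.4, 0.01% Tween-20, then compound added for 30 min. AlphaScreen streptavidin donor/nickel chelate acceptor beads (10 ug/mL final), 30 min dark, luminescence read.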
PI4K2A inh: PI4K2A (human) kinase inhibition; activity change, negative = inhibition, % at 76.9 µM; purified PI4K2A, ADP-Glo luminescence, 1 h; hits give low values; 420,000 compounds, 0.13% hits; in the data active = activity change below about -50%; inconclusive = mostly about -30% to -49%;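 note: -100% = wells without enzyme as full effect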
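PI4K2A activity was measured by ADP-Glo luminescence: enzyme (4 ug/mL stock) and phosphatidylinositol (1.2 mM stock) in Tris pH 7.5/MgCl2/EGTA/Triton X-100 buffer were reacted with ATP (300 microM stock) for one hour at ambient temperature.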
Pol eta inh: blocks human DNA polymerase eta activity | Q9Y253 | recombinant Pol eta, fluorescent DNA replication assay | Potency, µM (top dose mostly 114 µM), for the others: top-dose activity change, negative = inhibition, hits mostly inhibitors | 390,000 compounds, 1.2% hits | AID 588591; note: potency is the fitted concentration of half-maximal effect; % is set by controls: 0 for no effect and ±100 for the full control effect
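Pol eta at 10 nM preincubated with compounds 15 min at room temperature; reaction started with fluorescent substrate (50 nM final) and read kinetically at 0 and 10 min.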
JMJD2A Tudor inh: blocks the human JMJD2A Tudor domain. O75164. AlphaScreen JMJD2A-Tudor / H3K4me3 peptide binding. Potency, µM (doses to about 114 µM), for inactives: at the top dose activity change, negative = inhibition, usual class: inhibitors. 390,000 compounds, 4.4% hits; note: potency is the fitted concentration of half-maximal effect; % is set by controls: 0 for no effect and ±100 for the full control effect; nearly all actives have a fitted effect of over 50% in size
Pin1 inh: human Pin1 inhibition; Potency, µM (top dose mostly 115 µM), for inactives: at the highest dose activity, negative = inhibition, hits mostly inhibitors; 390,000 compounds, 0.009% hits; AID 504891; Pin1 FP peptide displacement, HiFluor488, 10 min; active = well fitted inhibition curve with a large enough effect in the polarisation, with a control signal flat, not every such curve was filed as active; inconclusive = small, poorly fitted or top-dose-only effect, or effect the other way, or a change in a side signal; inactive = no such curve, though single readings can be large or run the other way; the % refers to the polarisation; note: potency is the fitted concentration of half-maximal effect; % is set by controls: 0 for no effect and ±100 for the full control effect
G9a block: G9a (human) methyltransferase inhibition. Q96KQ7. G9a H3K9 monomethylation, AlphaScreen, 2 h. Potency, µM (highest dose often 102 µM), without a hit: at the top dose activity, negative = inhibition, hits mostly inhibitors. 350,000 compounds, 8.8% hits. AID 504332; note: potency is the fitted concentration of half-maximal effect; % is set by controls: 0 for no effect and ±100 for the full control effect; nearly all actives have a fitted effect of over 75% in size
Target sequence (Q96KQ7 913-1193 limits assumed): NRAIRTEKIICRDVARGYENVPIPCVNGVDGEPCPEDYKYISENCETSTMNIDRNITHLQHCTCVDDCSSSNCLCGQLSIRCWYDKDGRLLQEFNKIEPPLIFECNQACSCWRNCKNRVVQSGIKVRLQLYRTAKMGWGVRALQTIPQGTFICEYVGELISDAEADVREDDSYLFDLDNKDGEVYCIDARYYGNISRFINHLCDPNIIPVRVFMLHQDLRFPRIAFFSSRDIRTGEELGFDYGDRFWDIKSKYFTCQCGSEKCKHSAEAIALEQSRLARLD
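Step 1: enzyme (final 20 nM) with compound, 15 min RT. Step 2: substrate peptide 500 nM and SAM 20 uM, 2 h RT. Step 3: anti-H3K9me1 antibody and AlphaScreen beads, 10 min, then plate read.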
* hit, by the source's call; i = inactive; ? = inconclusive; . = not tested or not shown; [ ] = remark or other dose. Unless noted, calls come from the whole dose curve; as a rule, active = well fitted curve in the direction sought with a large enough effect; inconclusive = small, poorly fitted or top-dose-only effect, or another doubt; inactive = no such curve, though single readings can be large; an effect the other way counts as inactive or inconclusive. Only part of the results is shown; count on the stated rates, not on these rows.

SMILES	PGK inhibitor	BAZ2B inh	GLS inh	HP1b binding inh	PI4K2A inh	Pol eta inh	JMJD2A Tudor inh	Pin1 inh	G9a block
O=C(CNC(=S)N(Cc1ccccc1)Cc1cccnc1)NC1CCCCC1	-7.6%	4.3%	-8.6%	46.5%[activator]	2.1	-22.2%	1.0%	-1.2%	4.4%[59 µM]
OCCNc1nc(SCc2ccccc2)nc2sc3c(c12)CCC3	-7.7%	-35.3%	-2.7%	8.3%	1.4	-12.2%	-22.2%	10.6%	-0.5%[12.7 µM]
O=C(Nc1ccc(Br)cc1)c1ccc(N2C(=O)C3CCCCC3C2=O)cc1 (stereo not given)	0.8%	-6.0%	8.8%	7.3%	-0.6	-6.6%	2.2%	-1.1%	.
Cc1cccc(NS(=O)(=O)c2csc(C(N)=O)c2)c1	i	-9.7%	-1.6%	48.2%[activator]	-4.0	-4.6%	-4.0%	-1.9%	0.6%
O=C(O)c1ccc(-c2nnc(-c3ccccc3)o2)cc1	-24.6%	-11.7%	-3.9%	30.9%	?	-6.3%	2.1%	21.7%	17.6%
CCOc1ccc(NC(=S)N(CCc2c(C)[nH]c3ccc(C)cc23)Cc2ccncc2)cc1	0.8%	35.5µM*	10.9%	-19.9%	0.8	-9.3%	25.1µM*	5.5%	39.8µM*
COc1ccc2c(COC(=O)CC3Sc4ccccc4NC3=O)cc(=O)oc2c1 (stereo not given)	-0.8%	-28.9%	3.6%	10.1%	-3.1	20µM*	-30.3%	47.9%[activator]	-50.6%[59 µM]
CCCCCOc1ccc(C(=O)CCC(=O)N2CCCC2)cc1	i	20.6%	6.5%	-13.8%	-3.8	-3.7%	-15.0%	-18.7%	17.0%
Cc1ccc(OCCNC(=O)c2cc(C(=O)NCCOc3ccc(C)cc3)cc([N+](=O)[O-])c2)cc1	0.1%	-38.4%	2.8%	6.2%	-0.6	-13.8%	-22.8%	5.2%	-19.5%
COc1ccc(CCNC(=O)COC(=O)COc2ccc(Cl)cc2)cc1OC	-3.2%	-2.0%	-1.0%	47.7%[activator]	8.7	-26.3%	7.4%	-2.1%	-0.3%
O=c1cc(-c2ccccc2)c2ccc(O)c(CN3CCCCC3)c2o1	i	1.4%	21.1%	42.1%	-0.1	-13.9%	1.5%	-12.4%	11.7%[12.7 µM]
CCOC(=O)CNC(=O)CC(c1cc(OC)c(OC)c(OC)c1)N1Cc2ccccc2C1=O (stereo not given)	7.8%	-2.6%	0.9%	44.8%[activator]	-8.3	-7.6%	8.3%	-3.9%	-2.1%[59 µM]
Cc1nnc2ccc(-c3ccc(NS(=O)(=O)c4ccccc4)cc3)nn12	3.4%	-25.5%	3.5%	-1.8%	-5.9	?	-26.7%	7.4%	-40.8%
CC(OC(=O)Cc1ccccc1F)C(=O)Nc1ccc(Cl)cn1 (stereo not given)	-1.3%	7.9%	-3.1%	44.0%[activator]	-0.8	-19.7%	-5.4%	-1.0%	?
CCCN(CCC)CCNC(=O)CS(=O)Cc1nc(-c2ccc(OC)c(OC)c2)oc1C (stereo not given)	i	-13.9%	8.7%	18.5%	-6.8	-11.3%	-15.2%	16.4%	-30.6%[59 µM]
Cc1ccc2c(c1)c1c(c(=O)n(-c3ccccc3)c(=O)n1CC(=O)c1ccc(Cl)cc1)n2C	7.4%	-9.8%	7.2%	31.6%	3.9	-10.5%	-6.2%	9.8%	-28.8%[59 µM]
COc1ccc(N(CC(=O)N/N=C/c2cccc3c2OCCO3)S(=O)(=O)c2ccc(NC(C)=O)cc2)cc1	-0.1%	1.5%	1.9%	8.9%	0.9	-12.0%	-22.5%	9.8%	.
CCOC(=O)c1cc2occc2n1CC(=O)NC1CCCCC1C (stereo not given)	-0.6%	7.3%	0.1%	15.3%	7.5	-10.9%	0.6%	-0.5%	8.2%[59 µM]
Cc1cccc(NC(=O)Cn2nc(-c3ccccc3)c3cnc4ccccc4c32)c1	5.3%	-8.4%	4.7%	30.1%	-4.0	-12.6%	-14.3%	-4.6%	16.8%[59 µM]
O=C(Nc1ccon1)c1ccc(OC2CCCC2)cc1	-3.9%	-6.2%	-5.5%	-8.8%	-9.8	-11.1%	-12.8%	-2.4%	17.3%[59 µM]
CC1(C)CC(=O)C(CSC(=O)c2ccccc2)C(=O)C1	2.3%	.	14.9%	.	-11.7	-15.1%	.	.	.
CCOc1cc(/C=C2\N=C(C)OC2=O)cc(Br)c1OCCc1ccccc1	.	-6.9%	-8.9%	23.9%	1.1	0.0%	5.2%	0.8%	-40.3%[59 µM]
COc1cc(/C=C/C(=O)OCC(=O)Nc2cc(S(=O)(=O)N3CCCC3)ccc2Cl)cc(OC)c1OC	-4.6%	.	-2.1%	30.3%	2.9	-17.6%	-6.8%	?	.
CCNC(=O)NC(=O)COC(=O)CCc1nc(=O)c2ccccc2n1C	0.8%	-1.9%	0.0%	2.6%	3.1	-6.3%	0.0%	-0.6%	0.3%
CCOC(=O)c1cc(-c2ccccc2)n(CCCC(=O)Nc2ccc(C(C)C)cc2)c1C	-8.9%	-1.9%	5.7%	39.2%[activator]	-1.4	-21.4%	-18.6%	15.4%	-29.5%[59 µM]
CC(=O)N/C(=N/c1nc(C)cc(C)n1)Nc1ccc(NC(C)=O)cc1	1.3%	3.1%	8.7%	18.2%	-1.7	13.3%	-3.2%	-3.9%	-4.9%[12.7 µM]
CCN(CC)S(=O)(=O)c1cc(NS(=O)(=O)c2ccc(Cl)c(C(=O)O)c2)ccc1C	3.6%	-9.5%	1.8%	34.9%	-2.1	-18.5%	-7.7%	-10.3%	-44.9%[59 µM]
CCCOc1ccc(-c2nc3ccc(Br)cc3c(=O)o2)cc1	-2.9%	4.2%	9.8%	27.8%	-0.1	-5.7%	-11.1%	1.2%	20.5%[59 µM]
O=c1c(-c2ccccc2)c(O)c2c(n1-c1ccccc1)CCCC2	-0.8%	-5.7%	13.1%	4.8%	4.2	-7.5%	-7.4%	-4.2%	18.1%[59 µM]
CCN(CC)c1ncnc2ccc(Br)cc12	-1.6%	-23.2%	0.7%	58.6%[activator]	0.5	-11.2%	10.8%	-4.4%	-1.7%
CC(=O)Oc1ccc(C2C3=C(CC(C)(C)CC3=O)Nc3cc4c(cc32)OCCO4)cc1 (stereo not given)	-6.3%	-14.6%	0.1%	41.0%[activator]	4.2	11.5%	-7.4%[11.4 µM]	-4.2%	-4.7%
C#CCCOC(=O)N1C2=NC(C(=O)OC)=C(C(=O)OC)[C@@H]3N(CC=C)c4ccccc4[C@]23C[C@H]1C(=O)OC	-7.7%	-0.4%	15.7%	27.5%	-0.2	-19.2%	-25.9%	-0.5%	-12.7%[12.7 µM]
O=C(O)c1cccc(Oc2ncnc3sc4c(c23)CCCC4)c1	6.1%	.	2.3%	30.9%	-1.7	7.1%	-3.2%	9.0%	?
O=C(CSc1nc2ccccc2o1)c1ccccc1	1.1%	6.5%	17.5%	225.1%	5.3	-18.1%	96.8%[activator]	0.7%	-5.4%[59 µM]
CCc1c(C)nc(SCC(=O)N2CC(C)OC(C)C2)[nH]c1=O (stereo not given)	6.1%	-5.4%	10.0%	19.8%	-3.0	1.3%	-6.9%	-0.3%	-31.3%
CCOc1ccccc1CNC(=O)CCNS(=O)(=O)c1ccc2[nH]c(=O)oc2c1	-2.1%	-22.2%	-1.5%	32.3%	-2.8	-4.4%	-20.8%	-0.2%	18.1%
CC(C)N1C(=O)S/C(=C\c2ccc(-c3ccc(Cl)c(C(=O)O)c3)o2)C1=O	-8.9%	-33.6%	?	-10.9%	-8.5	8.91µM*	79.4µM*	?	39.8µM*
CCOP(=O)(CN(CC)C(=O)c1ccccc1Br)OCC	2.5%	-1.6%	5.0%	18.9%	-14.2	-24.0%	8.3%	0.3%	-33.5%
CN(C)CCCN(C(=O)c1ccc(S(=O)(=O)N2CCc3ccccc3C2)cc1)c1nc2c(F)cccc2s1	-10.8%	-9.3%	-6.7%	35.4%	4.5	-5.2%	-6.8%	-6.6%	-11.7%
CCc1ccccc1NC(=O)Nc1ccsc1C(=O)OC	2.8%	-7.8%	16.9%	14.7%	-0.9	-5.5%	-15.7%	-9.6%	14.9%
Cc1cc(C)cc(N2C(=O)C3C4C=CC(C4)C3C2=O)c1 (stereo not given)	-1.0%	-2.8%	3.7%	51.5%[activator]	0.4	-18.0%	4.3%	-0.6%	1.0%[12.7 µM]
CC(OC(=O)c1cccnc1Cl)C(=O)Nc1ccc2c(c1)OCO2 (stereo not given)	-3.3%	.	1.2%	30.6%	0.2	4.7%	-14.0%	0.2%	.
Cc1ccc(C)c(S(=O)(=O)Nc2ccc(C(=O)NCC(c3ccco3)N(C)C)cc2)c1 (stereo not given)	4.9%	-6.0%	-0.6%	30.0%	0.8	?	?	8.4%	-26.6%
COc1cccc(/C=C/C(=O)Nc2ccc3nc4n(c(=O)c3c2)CCCC4)c1OC	3.7%	-6.7%	1.7%	13.7%	1.1	4.1%	-21.6%	?	-3.2%
CC1=C(C(N)=O)C(c2ccccc2Br)n2ncnc2N1 (stereo not given)	0.2%	-1.2%	3.8%	26.3%[57 µM]	-1.5	-15.4%	3.5%	0.8%	-39.2%[59 µM]
